# proCasp3 act: activators of human procaspase-3 D3A mutant, primary screen, biochemical, absorbance, PC-3 D3A mutant, single concentration; actives 0.11% (n = 330,000); activation, % at 8.5 µM; recombinant procaspase-3 D3A, Ac-DEVD-pNA absorbance 405 nm;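 active = activation above the mean of all tested compounds plus 3 SD, cut at about 21% in these data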;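 note: 0% = DMSO alone and 100% = DMSO wells spiked with extra 5 µM PC-3 D3A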
#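 material = Procaspase-3 D3A mutant | probe or stimulus = Ac-DEVD-pNA | compound = single dose, 8.5 µM nominal compound, 0.8% DMSO | timing = 1 h preincubation, 2 h reaction | measured by = 405 nm absorbance of p-nitroaniline, reads at 0 and 120 min | benchmarks = DMSO-only low control, 5 µM PC-3 D3A high control | repeats = singlicate, each compound tested once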
# Efflux pump mplx: inhibitors of Candida efflux pumps in yeast, primary screen, S. cerevisiae, Nile Red, multiplex. S. cerevisiae Candida pump triplex. inhibition, % at 10 µM. actives 0.44% (n = 330,000);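 active = plate passing quality check with inhibition over a set limit, or well fluorescence over plate mean plus 4 SD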;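 note: Nile Red retained in pooled yeast measured as flow cytometry median fluorescence; 0% = buffer negative control and 100% = Enniatin B positive control; higher means more Nile Red kept so more efflux inhibition; some compounds called inactive have numbers as strong as hits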
# HCV core dimer: inhibitors of HCV core protein dimerization, primary screen, biochemical, TR-FRET, high-throughput; TR-FRET GST/Flag-core106 dimerization, 1536-well; inhibition, % at 5 µM; actives 0.33% (n = 300,000); AID 1899, 2009;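 active = inhibition above the mean of all tested compounds plus 3 SD, set per screening campaign, cut at about 45% in these data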
#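 Assay system: Tagged HCV core106 pair (GST and Flag) | Buffer or medium: KF-containing HEPES buffer, pH 7.45, DTT, CHAPS, BSA | Also added: Eu donor and XL665 acceptor anti-tag antibodies | Dosing: One concentration, 5 µM, in 0.5% DMSO | Timing: 4 h at 22.5 °C | Technique: TR-FRET 671 and 617 nm emission | Repeats: Singlicate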
# PP5 inh: PP5 phosphatase inhibitors, primary screen, biochemical, fluorescence; AID 1987, 2009; Serine/threonine-protein phosphatase 5 (Homo sapiens), P53041; inhibition, % at 6.7 µM; actives 0.18% (n = 320,000); purified PP5c, OMFP substrate fluorescence;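 active = inhibition above the campaign's mean inhibition across all tested compounds plus 3 SD, cut at about 9.5% in these data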;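 note: 0% = DMSO only and 100% = 100 µM cantharidin control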
# CTSL1 counter: Fasciola hepatica cathepsin L1 inhibitors, primary screen, counter-screen for PFM18AAP inhibitor project, biochemical, QFRET, fluorogenic peptide substrate; recombinant F. hepatica cathepsin L1, Z-Leu-Arg-MCA fluorescence; inhibition, % at 5.96 µM; actives 0.49% (n = 300,000); AID 1906, 2009;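 active = inhibition above the mean of all tested compounds plus 3 SD, set per screening campaign, cut at about 17% in these data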;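 note: 0% = plate median of test compound wells and 100% = 1 µM Z-Phe-Ala-diazomethylketone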
# TPT1 inh: Candida albicans TPT1 enzyme inhibitors, primary screen, biochemical, fluorescence polarization. recombinant caTPT1, FP RNA substrate dephosphorylation. inhibition, % at 5 µM. actives 0.81% (n = 300,000). AID 1962, 2009;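 active = inhibition above the mean of all tested compounds plus 3 SD, set per screening campaign, cut at about 24% in these data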;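 note: plate controls were DMSO alone for no effect and ferristatin control at 100 nM for full effect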
# procasp7 counter: procaspase-7 activators, primary screen, counter-screen for procaspase-3 activator project, biochemical, absorbance, HTS, human; recombinant procaspase-7, Ac-DEVD-pNA absorbance 405 nm; D23A/D198A/D206A triple mutant, cannot self-cleave; scale: DMSO 0, 5 µM enzyme 100; activation, % at 8.5 µM; actives 0.093% (n = 330,000); AID 463210, 2010;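 active = percent activation above the screen-wide mean plus 3 SD, cut at about 25% in these data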
# Target sequence (P55210 whole entry D23A/D198A/D206A): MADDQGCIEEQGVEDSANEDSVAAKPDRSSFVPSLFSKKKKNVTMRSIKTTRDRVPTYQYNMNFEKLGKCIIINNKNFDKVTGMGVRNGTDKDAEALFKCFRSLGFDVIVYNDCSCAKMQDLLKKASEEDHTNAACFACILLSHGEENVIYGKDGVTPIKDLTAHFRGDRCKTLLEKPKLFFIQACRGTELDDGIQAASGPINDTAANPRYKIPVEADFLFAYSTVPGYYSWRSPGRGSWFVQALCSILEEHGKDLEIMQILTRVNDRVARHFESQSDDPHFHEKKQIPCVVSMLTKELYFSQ
#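 signal = Epi-absorbance of released pNA at 405 nm, two timepoints | assay system = Uncleavable procaspase-7 mutant enzyme | reagent = Ac-DEVD-pNA substrate, 400 µM as added | times = 1 h enzyme–compound preincubation and 2 h substrate reaction, both 25 °C | benchmarks = low DMSO alone, high DMSO plus 5 µM PC-7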
# PP1 inh: PP1-alpha phosphatase inhibitors, primary screen, counter-screen for PP5 inhibitor project, biochemical, fluorescence, OMFP substrate, single point. Serine/threonine-protein phosphatase PP1-alpha catalytic subunit (Homo sapiens), P62136. purified PP1alpha. inhibition, % at 6.7 µM. actives 0.9% (n = 320,000). AID 2235, 2010;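 active = inhibition above the mean inhibition of all tested compounds plus 3 SD, computed separately for each screening campaign, cut at about 15% in these data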
# Target sequence (P62136 whole entry, looked up): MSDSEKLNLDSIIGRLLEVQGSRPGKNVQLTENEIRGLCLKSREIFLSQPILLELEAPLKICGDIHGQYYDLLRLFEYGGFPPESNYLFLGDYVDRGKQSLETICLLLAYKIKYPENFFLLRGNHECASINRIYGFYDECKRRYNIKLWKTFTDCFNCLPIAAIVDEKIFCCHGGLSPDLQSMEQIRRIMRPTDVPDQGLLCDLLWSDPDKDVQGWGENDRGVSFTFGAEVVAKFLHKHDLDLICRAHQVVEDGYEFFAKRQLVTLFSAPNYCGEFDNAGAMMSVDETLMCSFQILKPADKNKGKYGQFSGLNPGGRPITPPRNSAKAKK
# JMJD2C inh: inhibitors of GASC-1 histone demethylase, primary screen, biochemical, fluorescence, DELFIA europium | Lysine-specific demethylase 4C (Homo sapiens), Q9H3R0 | GST-JMJD2C(1-420) H3K9me3 demethylation | inhibition, % at 2.35 µM | actives 0.069% (n = 330,000) | AID 2099, 2009;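 active = more than half of a compound's replicate wells show inhibition beyond 50%, single wells judged on their own value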;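 note: signal counts dimethyl H3K9 product captured on neutravidin plate; 0% = median of DMSO wells and 100% = 0.3 times that DMSO median; strong numbers were not always called active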
# Target sequence (Q9H3R0 1-420 limits assumed): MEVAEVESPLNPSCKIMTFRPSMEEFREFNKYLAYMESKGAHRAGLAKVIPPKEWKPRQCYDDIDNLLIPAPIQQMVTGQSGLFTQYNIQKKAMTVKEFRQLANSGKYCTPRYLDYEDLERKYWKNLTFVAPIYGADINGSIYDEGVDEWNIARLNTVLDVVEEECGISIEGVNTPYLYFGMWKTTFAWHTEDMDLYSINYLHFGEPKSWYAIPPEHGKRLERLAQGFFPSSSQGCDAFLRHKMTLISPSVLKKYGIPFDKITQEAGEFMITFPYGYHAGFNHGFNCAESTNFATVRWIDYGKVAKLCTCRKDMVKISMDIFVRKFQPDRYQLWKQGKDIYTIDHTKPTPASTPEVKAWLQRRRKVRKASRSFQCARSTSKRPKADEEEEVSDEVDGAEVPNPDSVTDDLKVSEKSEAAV
# The depositor's hits bear a star; nt = not tested or not shown.
SMILES,proCasp3 act,Efflux pump mplx,HCV core dimer,PP5 inh,CTSL1 counter,TPT1 inh,procasp7 counter,PP1 inh,JMJD2C inh
Cc1ccnc(NC(=O)c2ccc(NC(=O)c3ccco3)cc2)c1,3,-0.1,2,2.8,0,0,-10,-1,6
CC1(C)CC(=O)C2=C(C1)N(CC1CCCO1)C(=O)C2(O)C(F)(F)F (configuration not stated),5,0.1,-16,-1.3,3,-2,-4,-2,-47
COc1cccc(C(=O)Oc2ccc3ccc(=O)oc3c2)c1,-10,0.0,6,-1.0,0,0,2,0,-1
CC(NC(=S)NC1CCCCC1)C(c1ccccc1)N1CCOCC1 (configuration not stated),1,0.0,-1,0.2,1,-1,4,0,nt
COc1ccc(CN2C(=O)CC(Cc3cc(C)cc(C)c3)C2=O)cc1OC (configuration not stated),7,0.0,1,1.8,3,-2,7,-4,-4
CCOc1ccc(NS(=O)(=O)c2cc(OC)ccc2OC)cc1,11,0.0,-5,0.7,0,0,8,7,9
O=C(NCc1ccccn1)c1cc(-c2ccccc2Cl)nc2ccccc12,10,0.0,4,-2.3,3,-2,7,2,-1
O=C(/C=C/c1cccs1)N1CCN(c2ccc(O)cc2)CC1,-16,0.1,-1,-1.3,3,4,-13,-4,9
CC1=NN(c2ccc(F)cc2)C(=O)C1C(c1cccc(O)c1)c1c(C)[nH]n(-c2ccc(F)cc2)c1=O (configuration not stated),0,-0.1,5,1.6,-1,-1,8,-2,5
Cc1nn(C)cc1/C=N\NC(=O)c1csc2c1CCCC2,0,7.4*,2,1.8,-2,0,5,-1,0
Cc1cccc(C(=O)Nc2ccc(O)cc2C(=O)O)c1,3,0.0,0,-0.1,-2,3,3,-3,-3
CC(C)Oc1ccc(OCCCN2CCCCCC2)cc1,4,-0.1,0,3.5,4,0,6,-2,25
Cn1c2c(c(=O)c3ccccc31)CCC(C)(C)O2,4,0.1,-8,-0.9,1,0,-4,-2,1
COc1ccccc1C(=O)NC(CCSC)C(=O)N1CCC(Cc2ccccc2)CC1 (configuration not stated),6,-0.2,6,0.1,2,-1,1,3,0
CCC1=NN(C(=O)Cc2ccc(OC)c(OC)c2)C(O)(C(F)(F)F)C1 (configuration not stated),4,0.2,-5,-1.6,-5,-2,-8,1,-1
CCc1noc(C)c1C(=O)N(CC)CC(=O)Nc1ccccc1C(F)(F)F,-3,0.0,1,-0.5,6,3,7,-4,3
CN(C)Cc1c(O)ccc2ccccc12,-6,-0.3,1,3.4,0,0,-15,-3,-16
CC(=O)c1cccc(OCC(=O)N(C)CC(=O)Nc2ccc(F)cc2)c1,3,0.2,-1,4.1,-5,2,3,-7,3
CCCCOC(=O)c1ccc(OC(=O)c2cccnc2)cc1,-6,0.5,-7,2.5,-1,1,4,-1,3
CSc1sc(C(=O)O)c2c1C(=O)CCC2,0,-0.1,-12,0.7,2,0,3,1,0
COc1ccc(-c2coc3cc(O)cc(O)c3c2=O)cc1OC,4,0.0,0,1.2,5,-2,12,-2,-8
CN(CC(=O)Nc1ccccc1C(F)(F)F)C(=O)c1cc([N+](=O)[O-])ccc1N1CCOCC1,4,0.0,3,0.5,1,-2,1,-3,0
C=CCN(c1ccccc1)S(=O)(=O)c1cc2c(cc1C)N(C)CCO2,10,-0.3,18,0.3,2,-6,8,0,-8
O=C(NCc1nc2ccccc2[nH]1)C1=C[C@H](c2ccccc2)C[C@H](OCCCCO)O1,2,0.0,5,3.1,-2,-4,-5,0,2
CCOc1ccc(-n2c(SCC(N)=O)nc3c(c2=O)SCC3)cc1,14,-0.5,-2,3.8,4,-2,13,2,6
COc1ccc(N2CCN(C(=O)C34CCC(C)(C(=O)C3)C4(C)C)CC2)cc1 (configuration not stated),4,0.1,-3,1.2,-3,-4,16,-2,-2
Cc1c(C(=O)Nc2ccccn2)oc2c(Cl)cccc12,0,0.0,4,1.9,-4,3,6,-5,-6
COC(=O)c1cc(NC(=O)CN2CCN(C(C)=O)CC2)cc(C(=O)OC)c1,10,-0.1,-3,-2.6,-2,-2,5,1,-10
CN1CCc2c(sc(NC(=O)CS(=O)(=O)c3ccc(F)cc3)c2C(N)=O)C1,6,0.0,0,2.5,1,-2,4,0,2
Cc1cc(C)n(CCc2nc(-c3cc4ccccc4o3)cs2)n1,-2,-0.2,-9,-5.2,4,1,1,4,10
Cc1cccc(C(=O)NC2CCN(CC(=O)NCc3ccccc3F)CC2)c1,10,-0.3,11,-0.3,-5,-3,10,-2,-1
COc1cc(/C=N/Nc2nc(=O)[nH]nc2C)ccc1O,-12,0.1,-5,-0.8,-2,-2,-14,4,0
CC(C)C[C@@]12C(=O)N(c3cccc(Br)c3)C(=O)N1[C@H](c1ccc(F)cc1)[C@@H]1C(=O)N(C3CCCCC3)C(=O)[C@@H]12,3,0.2,14,7.1,-2,-1,-2,-8,1
CCC(C)(C)C(=O)Nc1ccc(C(N)=O)cc1,7,-0.1,-4,-0.6,-5,-2,14,-1,2
Cc1ccc(C2=NOC(C)(c3nnc(-c4ccc(F)cc4)o3)C2)cc1 (configuration not stated),0,-0.1,-17,-0.2,1,-4,6,5,8
O=C(Nc1ccc(F)cc1F)C1(c2cccs2)CCOCC1,5,-0.2,-2,-0.7,1,0,7,2,7
CC(=O)NCCOc1nc(N(C)C)nc(N2CCCCC2)n1,1,-0.1,-12,1.7,1,-9,3,-1,-5
N#CCc1ccc(NC(=O)CSc2nnc(C3CC3)n2C2CC2)cc1,3,0.0,nt,-1.7,nt,nt,-12,-2,1
COc1ccc2cc1Oc1ccc(cc1)C[C@H]1c3c(cc4c(c3Oc3cc5c(cc3OC)CCN(C)[C@@H]5C2)OCO4)CCN1C,2,0.0,4,-1.3,0,0,13,2,-20
COc1ccc(/C=C2/CCCC(C(=O)C(F)(F)F)=C2O)cc1OC,-10,0.1,0,1.5,-4,3,-8,-1,-5

# Entries of single compounds from above. Values in the order: proCasp3 act | Efflux pump mplx | HCV core dimer | PP5 inh | CTSL1 counter | TPT1 inh | procasp7 counter | PP1 inh | JMJD2C inh
# Cc1ccc(C2=NOC(C)(c3nnc(-c4ccc(F)cc4)o3)C2)cc1 (configuration not stated) is listed as 0 | -0.1 | -17 | -0.2 | 1 | -4 | 6 | 5 | 8
# CCOc1ccc(-n2c(SCC(N)=O)nc3c(c2=O)SCC3)cc1 is listed as 14 | -0.5 | -2 | 3.8 | 4 | -2 | 13 | 2 | 6

# An excerpt of these results, with values under each structure.
# Results follow in this order: proCasp3 act | Efflux pump mplx | HCV core dimer | PP5 inh | CTSL1 counter | TPT1 inh | procasp7 counter | PP1 inh | JMJD2C inh
Cc1cc(C)n(CCc2nc(-c3cc4ccccc4o3)cs2)n1
 : -2 | -0.2 | -9 | -5.2 | 4 | 1 | 1 | 4 | 10
Cc1cccc(C(=O)NC2CCN(CC(=O)NCc3ccccc3F)CC2)c1
 : 10 | -0.3 | 11 | -0.3 | -5 | -3 | 10 | -2 | -1
COc1cc(/C=N/Nc2nc(=O)[nH]nc2C)ccc1O
 : -12 | 0.1 | -5 | -0.8 | -2 | -2 | -14 | 4 | 0
CC(C)C[C@@]12C(=O)N(c3cccc(Br)c3)C(=O)N1[C@H](c1ccc(F)cc1)[C@@H]1C(=O)N(C3CCCCC3)C(=O)[C@@H]12
 : 3 | 0.2 | 14 | 7.1 | -2 | -1 | -2 | -8 | 1
CCC(C)(C)C(=O)Nc1ccc(C(N)=O)cc1
 : 7 | -0.1 | -4 | -0.6 | -5 | -2 | 14 | -1 | 2
Cc1ccc(C2=NOC(C)(c3nnc(-c4ccc(F)cc4)o3)C2)cc1 (configuration not stated)
 : 0 | -0.1 | -17 | -0.2 | 1 | -4 | 6 | 5 | 8
O=C(Nc1ccc(F)cc1F)C1(c2cccs2)CCOCC1
 : 5 | -0.2 | -2 | -0.7 | 1 | 0 | 7 | 2 | 7
CC(=O)NCCOc1nc(N(C)C)nc(N2CCCCC2)n1
 : 1 | -0.1 | -12 | 1.7 | 1 | -9 | 3 | -1 | -5
N#CCc1ccc(NC(=O)CSc2nnc(C3CC3)n2C2CC2)cc1
 : 3 | 0.0 | nt | -1.7 | nt | nt | -12 | -2 | 1

# Going on with the list.
SMILES,proCasp3 act,Efflux pump mplx,HCV core dimer,PP5 inh,CTSL1 counter,TPT1 inh,procasp7 counter,PP1 inh,JMJD2C inh
Cc1c(-c2csc(N)n2)c2ccccc2n1C,-7,-0.4,-10,0.7,2,1,6,0,-5
CCCCOc1ccc(C(=O)NNC(=O)c2cnccn2)cc1OC,6,-0.1,nt,nt,nt,nt,-2,nt,5
Fc1ccccc1C1c2[nH]c3ccccc3c2CCN1CCCn1cccn1 (configuration not stated),2,0.2,2,-0.9,3,0,9,-1,13
COc1ccc(N=C2SC(CC(=O)Nc3ccccc3OC)C(=O)N2Cc2ccco2)cc1 (configuration not stated),-7,0.1,14,0.3,-2,3,-7,0,-8
CCOC(=O)c1nc2cc3n(c(CC(C)C)c-2c1C)CC(C)=C3C,0,0.1,0,1.1,-8,13,-3,4,-7
COc1ccc(CNC(=O)CSc2nnc(NC(=O)c3ccccc3F)s2)cc1,-5,-0.2,3,2.8,1,1,-8,1,-3
C[C@@H](CN=[N+]=[N-])CN1CC[C@H](C(C)(C)C)CCC1=O,3,0.0,-5,-1.2,2,3,-9,-5,3
CC(C)c1ccc(/C=C/C(=O)NC2CCCCC2)cc1,3,-0.2,2,0.9,-2,3,-3,2,0
Nc1c(-c2ccccc2)cnn1C1CCS(=O)(=O)C1 (configuration not stated),2,-0.1,1,2.3,-3,-1,10,0,0
CCOCC(=O)Nc1ccc(S(=O)(=O)Nc2nccs2)cc1,-2,0.0,3,-2.1,1,0,-1,-4,14
COc1ccc(/C=N/NC(N)=S)cc1OC(=O)c1cccc2ccccc12,3,0.1,26,3.8,4,1,-1,0,-4
COC(=O)[C@@H]1C[C@@H]2CC[C@@H](O)C[C@@H]2N1Cc1ccc(Cl)cc1,-6,-0.1,15,0.0,0,19,-3,1,6
COC(=O)c1ccc(OCCOc2ccccc2C)cc1,6,0.0,9,1.6,2,-2,-8,3,4
CC(C)C(NC(=O)c1ccccc1NC(=O)C(C)(C)C)C(=O)N1CCOCC1 (configuration not stated),-1,-0.2,nt,nt,nt,nt,8,nt,-4

# Compound activity deposited in PubChem by several laboratories.
